# Cneo AK release = Cryptococcus neoformans cell lysis inducers, primary screen, AK release luminescence, single concentration | C. neoformans lysis, adenylate kinase release luminescence, 4 h; normalised: neutral wells 0, clomiphene wells 100 | lysis activity, % at 15 µM | hit rate 0.2% among 360,000 | AID 651654, 2012;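 active = mean lysis activity across replicates of at least 80%, whatever share of replicates individually reach that level; inactive = mean lysis activity below 80%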
#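 Material – log-phase Cryptococcus neoformans yeast cells · Input – 5 × 10^6 yeast cells/mL · Medium – fresh YPD growth medium · Doses – single compound concentration per well · Timing – static 4 h at 37 °C with compound, 1 h detection · Detection – adenylate kinase release luminescence · Read-out – signal increase indicating cell lysis · Control set – Clomiphene as positive lysis control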
# CASP6 VEID inh = human caspase-6 inhibitors, primary screen, biochemical, VEID-R110 fluorescence, single point, set 2 | P55212 | purified caspase-6, Z-VEID-R110 cleavage fluorescence | inhibition, % at 12.5 µM | hit rate 0.53% among 350,000 | AID 686996, 2013;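 active = mean inhibition across replicates at least about 35%, with every replicate also reaching that limit, limit read from the data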;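 note: 0% = median of neutral control wells and 100% = no fluorescence left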
# Target sequence (P55212 24-179 limits assumed): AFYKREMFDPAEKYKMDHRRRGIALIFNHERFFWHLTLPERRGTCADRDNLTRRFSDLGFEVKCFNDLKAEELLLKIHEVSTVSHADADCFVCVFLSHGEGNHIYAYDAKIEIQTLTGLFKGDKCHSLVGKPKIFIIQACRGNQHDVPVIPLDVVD
# Target sequence (P55212 194-293 limits assumed): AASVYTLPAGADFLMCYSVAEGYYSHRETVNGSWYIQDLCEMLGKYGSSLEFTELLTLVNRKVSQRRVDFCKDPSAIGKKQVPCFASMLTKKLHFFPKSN
# EWS-Fli block = EWS/Fli-driven NR0B1 reporter inhibitors, primary screen, A673 cells, NR0B1 luciferase, luminescence, MLPCN library; viability-normalised; inhibition, % at 12.6 µM; hit rate 0.67% among 350,000;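 active = mean inhibition of at least 50% after viability correction, with every replicate also passing that limit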;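 note: firefly luciferase signal divided by Alamar Blue viability fluorescence both relative to DMSO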
# FN deposit inh = inhibitors of fibronectin matrix deposition, primary screen, AH1F cells, Alexa488-fibronectin fluorescence, plate reader; inhibition, % at 12.6 µM; hit rate 0.086% among 350,000; AH1F fibroblasts, overnight; AID 743247, 2014;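 active = mean inhibition across replicates of 30% or more, regardless of how many single replicates reach that level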;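 note: positive control wells lacked labelled fibronectin entirely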
#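 Assay system: AH1F fibroblast monolayer, labelled fibronectin deposition. Amount: 10000 cells per well. Also added: labelled fibronectin 24 nM. Compound: single-point pinned compound. Incubation: cell attachment 1 h, compound and FN exposure overnight. Detection: fluorescence after three HBSS washes, excitation 485 nm, emission 525 nm. Read-out: inhibition of fibronectin deposition signal.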
# PAX8 inh HTS = inhibitors of PAX8-driven TPO luciferase reporter, primary screen, RMG-I cells, single concentration; SteadyGlo, 24 h; hit rate 1.2% among 360,000; AID 652154, 2013; inhibition, % at 12.6 µM;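 active = mean replicate inhibition at least 60% with every replicate also reaching 60%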;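 note: luciferase light reporting Pax8 driven TPO promoter activity; plate controls were median of neutral control wells for no effect and mitoxantrone controls for full effect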
# miR122 inh = miR-122 Renilla sensor signal increase in Huh7, primary screen, miR-122 inhibitor project, cell-based, single point, plate reader. hit rate 0.3% among 340,000. Huh7 miR-122 Renilla luciferase sensor, 48 h; neutral wells = 0, positive control = 100. activation (reporter increase), % at 12.5 µM. AID 602342, 2012;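 active = mean replicate activation score at least 90 and every replicate individually at or above 90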;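 note: higher luciferase means less miR-122 activity so hits act as miR-122 inhibitors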
# PGC1a acetyl inh = inhibitors of PGC1a acetylation signal, primary screen, cell-based, U2OS, AlphaScreen, inhibitor mode | hit rate 0.17% among 350,000 | AlphaScreen anti-acetyl-lysine; with virally co-expressed GCN5 acetyltransferase | inhibition, % at 15.6 µM;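 active = every replicate shows inhibition of at least 40%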;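 note: 0% = neutral control wells and 100% = positive control wells; some results beyond the cut were filed as inactive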
# LGR2 antag = inhibitors of bursicon-induced LGR2 CRE-luciferase signal, primary screen, cell-based, HEK293, CRE-luciferase reporter, bursicon stimulation. Drosophila bursicon receptor LGR2 (rickets). bursicon-stimulated, 4 h. inhibition, % at 9.99 µM. hit rate 0.35% among 380,000. AID 720647, 2013;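 active = drop in luminescence signal, shown as inhibition above about 50% in the replicate tests, limit read from the data, passing the limit was not always enough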;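 note: agonist challenge used bursicon conditioned medium at about half maximal strength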
# * hit, by the source's call; / = not tested or not shown; [ ] = another dose, or the depositor's remark. The order is random. About 2.5% of those tested had a hit in this group.
[1] CC1(c2cccc([N+](=O)[O-])c2)CC(C)(C)N(C(=O)c2ccccc2)c2ccccc21 (centres undefined)
[2] Cc1noc(C)c1NC(=O)Nc1ccc2c(c1)CC(=O)N([C@H](C)CO)C[C@H](C)[C@H](CN(C)C)O2
[3] N#Cc1cc([N+](=O)[O-])ccc1Oc1ccc(-c2nnco2)cc1
[4] Cc1ccccc1Cn1cc(CCC(=O)N2CCOCC2)c2ccccc21
[5] COc1ccccc1CNC(=O)CS(=O)(=O)Cc1ccccc1
[6] O=C1Cc2c([nH]c3ccc(Br)cc23)-c2ccccc2N1
[7] Cc1ccc(NC(=O)CSc2nnc(-c3cc(C)on3)o2)cc1
[8] O=C(NCCCN1CCOCC1)C(=O)NCC1OCCN1S(=O)(=O)c1ccc(F)cc1 (centres undefined)

assay / compound,1,2,3,4,5,6,7,8
Cneo AK release,19,-1,-1,1,0,/,-1,1
CASP6 VEID inh,/,-2,1,4,4,5,2,-59
EWS-Fli block,8,-8,2,-6,2,-92,-16,1
FN deposit inh,-5,/,11,2,2,13,-1,1
PAX8 inh HTS,9,-16,4,-8,16,/,-48,59
miR122 inh,-2,1[16.7 µM],-5,/,-8,15,0,1
PGC1a acetyl inh,9,2,9,/,1,-77,-3,/
LGR2 antag,-3,-2,14,6,5,-76,-20,2

# The list goes on, overlapping the part above by 3 compounds.
[6] O=C1Cc2c([nH]c3ccc(Br)cc23)-c2ccccc2N1
[7] Cc1ccc(NC(=O)CSc2nnc(-c3cc(C)on3)o2)cc1
[8] O=C(NCCCN1CCOCC1)C(=O)NCC1OCCN1S(=O)(=O)c1ccc(F)cc1 (centres undefined)
[9] CCCCn1c(SCC(=O)Nc2ccc3c(c2)OCCO3)nnc1C(CC)N(C)C (centres undefined)
[10] COc1ccccc1N(C)S(=O)(=O)c1ccc(Cl)c(C(=O)NNC(=O)c2ccccc2O)c1
[11] COC(=O)C1CCC(=S)N1C(=O)c1ccccc1 (centres undefined)
[12] COc1ccc2c3c([nH]c2c1)[C@@H](CO)N(C(=O)Nc1ccc(F)cc1)CC31CN(Cc2nccs2)C1
[13] NNC(=O)c1ccc(NS(=O)(=O)c2ccc(Br)cc2)cc1
[14] CCOC(=O)[C@]12CCCC=C1N(CCC1=CCCCC1)C(=O)[C@H](CC(=O)NCc1ccc(C)o1)C2
[15] CCN(C[C@@H]1[C@H](c2ccccc2)[C@H](CO)N1C(C)=O)C(=O)c1ccccn1
[16] CN(Cc1ccccc1)c1ncnc(N)c1[N+](=O)[O-]

assay / compound,6,7,8,9,10,11,12,13,14,15,16
Cneo AK release,/,-1,1,0,-1,4,/,/,/,15,/
CASP6 VEID inh,5,2,-59,3,1,11,0,3,0,-3,1
EWS-Fli block,-92,-16,1,4,/,12,4,-1,7,1,-7
FN deposit inh,13,-1,1,3,6,-7,/,3,-2,-1,-1
PAX8 inh HTS,/,-48,59,-5,26,1,/,-25,-11,8,-19
miR122 inh,15,0,1,/,3,-6,/,/,/,-7[16.7 µM],/
PGC1a acetyl inh,-77,-3,/,/,10,9,-12,/,/,4,34
LGR2 antag,-76,-20,2,0,1,9,-8,-2,-6,-10,-12

# Part of the list above, with bars between the fields.
cpd | compound | Cneo AK release | CASP6 VEID inh | EWS-Fli block | FN deposit inh | PAX8 inh HTS | miR122 inh | PGC1a acetyl inh | LGR2 antag
13 | NNC(=O)c1ccc(NS(=O)(=O)c2ccc(Br)cc2)cc1 | / | 3 | -1 | 3 | -25 | / | / | -2
14 | CCOC(=O)[C@]12CCCC=C1N(CCC1=CCCCC1)C(=O)[C@H](CC(=O)NCc1ccc(C)o1)C2 | / | 0 | 7 | -2 | -11 | / | / | -6

# Taken from above:
# Under EWS-Fli block, entry 9 reads 4
# Under CASP6 VEID inh, entry 15 reads -3

# (next part)
[17] NC(=O)C(C(=O)/C=C/c1ccc(Cl)cc1)=C1SCCS1
[18] Cc1noc(C)c1NC(=O)Nc1cccc2c1O[C@H](CN(C)CC1CC1)[C@@H](C)CN([C@H](C)CO)C2=O
[19] O=C([C@@H]1[C@@H](CO)[C@@H]2Cn3c(ccc(-c4cccnc4)c3=O)[C@H]1N2Cc1ccncc1)N1CCOCC1
[20] COc1ccc(/C=C/C(=O)OCC(=O)Nc2cccc(S(=O)(=O)NC3=NCCCCC3)c2)cc1
[21] COc1cccc(-c2cc3c(c4c2ccn4C)C2CCC3C2)c1 (centres undefined)
[22] CN(C)c1nc(C(=O)OCCO)nc(N(C)C)n1
[23] C=CCn1c(SCC(=O)NCCc2ccccc2)nc2c([nH]c3ccccc32)c1=O
[24] C[C@H](CO)N1C[C@H](C)[C@H](CN(C)S(=O)(=O)c2ccccc2)Oc2ccc(NS(=O)(=O)c3cccs3)cc2CC1=O

assay / compound,17,18,19,20,21,22,23,24
Cneo AK release,-4,-5,-2,1,0,0,-2,3
CASP6 VEID inh,-1,3,-1,0,0,/,-5,3
EWS-Fli block,-8,-15,11,5,-18,/,6,-2
FN deposit inh,13,/,/,-3,-9,-3,1,/
PAX8 inh HTS,89*,/,-5,20,-4,-3,/,4
miR122 inh,2,-1[16.7 µM],1[16.7 µM],/,9,-13,3,-8[16.7 µM]
PGC1a acetyl inh,-40,-3,/,2,23,3,6,6
LGR2 antag,25,5,2,-22,-17,/,7,-5

[25] Cc1noc(C)c1S(=O)(=O)N(C)C[C@@H]1OCCCC[C@@H](C)Oc2ccc(NC(=O)NC(C)C)cc2C(=O)N([C@H](C)CO)C[C@@H]1C
[26] CC1(C)CC2(CC(c3ccccc3)c3ccc(O)cc3O2)NC(=S)N1 (centres undefined)
[27] O=C(NC1CCCCCC1)c1cc(S(=O)(=O)N2CCOCC2)ccc1F
[28] CC(C)c1ccc(OCC(=O)NCc2n[nH]c(=O)c3ccccc23)cc1
[29] CC1(C)NC(=O)N(c2ccccc2Cl)C1(C)NO (centres undefined)
[30] Cc1ccccc1Nc1nc(N)nc(CSc2nc3ccccc3c(=O)n2CCCO)n1
[31] CCC(=O)N1[C@H](C(=O)NC2CCCCC2)[C@@H](CO)[C@@H]2Cn3c(cccc3=O)[C@@H]21
[32] C[C@@H]1CCCCO[C@@H](CN(C)S(=O)(=O)c2ccccc2)[C@H](C)CN([C@@H](C)CO)C(=O)c2cc(NC(=O)Cc3ccccc3)ccc2O1

assay / compound,25,26,27,28,29,30,31,32
Cneo AK release,-6,/,4,-2,1,1,-2,-2
CASP6 VEID inh,2,11,3,-5,/,0,2,-1
EWS-Fli block,-9,6,/,15,/,/,4,-3
FN deposit inh,-9,-2,11,/,0,/,/,1
PAX8 inh HTS,10,23,-7,6,-20,/,/,-6
miR122 inh,0[16.7 µM],/,0,/,1,-1,12[16.7 µM],6[16.7 µM]
PGC1a acetyl inh,-16,-6,-9,/,-3,8,/,1
LGR2 antag,-4,4,2,4,/,-12,8,2

[33] Clc1ccc(C2=C3CCCCn4c(-c5ccccc5)c[n+](c43)C2)cc1
[34] CN(C)CC(=O)Nc1ccc2c(c1)[C@H]1C[C@@H](CC(=O)NCc3ccccc3F)O[C@@H](CO)[C@H]1O2
[35] CC(=O)Nc1ccc(S(=O)(=O)N2CCN(CC(O)COc3ccc4ccccc4c3)CC2)cc1 (centres undefined)
[36] CC(C)Cn1c(SCC(=O)Nc2ncccn2)nc2ccccc21
[37] O=C(C[C@@H]1CC[C@@H]2[C@H](COC[C@@H](O)CN2C(=O)c2ccncc2)O1)NCc1cc(F)cc(F)c1
[38] COc1ccc(C(=O)N[C@H](C(=O)NCC2CCCCC2)C(C)C)cc1
[39] CC1(Cc2ccccc2Cl)C(=O)Nc2c(Cl)cccc21 (centres undefined)
[40] Cc1nc(C(F)(F)F)ccc1C(=O)N1CCC1(C)C(=O)NCc1ccc(Cl)cc1 (centres undefined)

assay / compound,33,34,35,36,37,38,39,40
Cneo AK release,3,2,-5,/,-5,0,-6,3
CASP6 VEID inh,/,/,/,0,2,/,0,2
EWS-Fli block,/,2,/,19,-1,/,-4,-1
FN deposit inh,6,-8,0,2,5,-6,0,-2
PAX8 inh HTS,22,12,/,2,-7,-2,/,2
miR122 inh,0,-1[16.7 µM],-3,/,-3[16.7 µM],3,3,-3
PGC1a acetyl inh,-6,-4,-15,/,-1,-2,-27,-1
LGR2 antag,/,20,/,-13,6,/,-10,-2

[41] CCC1CCC(C(=O)NC(CCSC)C(=O)NCCN(CC(C)C)CC(C)C)CC1 (centres undefined)
[42] COCc1[nH][nH]c(=O)c1C=Nc1ccc(F)cc1F
[43] COc1cccc(NC(=O)CCC(=O)N2CC(C)Oc3ccc(C)cc32)c1 (centres undefined)
[44] CCN(CC)c1ccc(NC(=O)c2cccc(F)c2)c(C)c1
[45] Cc1ccc(C)c(NC(=S)N2CCC(NC(=O)c3ccco3)CC2)c1
[46] Cc1ccc(NC(=O)c2cccc(S(C)(=O)=O)c2)cc1
[47] C=CCN1C(=O)C2(OCCO2)c2cc(C)ccc21
[48] Cc1ccc(S(=O)(=O)Nc2ccc3c(c2)CC(=O)N([C@@H](C)CO)C[C@H](C)[C@H](CN(C)CC2CC2)O3)cc1

assay / compound,41,42,43,44,45,46,47,48
Cneo AK release,/,-4,0,-1,-6,/,0,0
CASP6 VEID inh,-2,/,0,/,-2,4,-3,-6
EWS-Fli block,1,/,-4,/,3,-43,1,1
FN deposit inh,-10,0,11,4,3,-1,2,/
PAX8 inh HTS,-6,-7,12,1,22,-83,-7,17
miR122 inh,-3,-6,2,24,-6,/,-4,-3[16.7 µM]
PGC1a acetyl inh,1,-1,-4,-10,2,-10,-12,-2
LGR2 antag,-2,/,/,/,1,/,9,15

[49] COc1cc2[nH]c(=O)n(CCC(=O)N3CCc4ccccc4C3)c(=O)c2cc1OC
[50] CN(C)C(=O)[C@]1(Cc2ccccc2CN=[N+]=[N-])N=C(c2ccc(OCCCO)cc2)O[C@@H]1c1ccccc1
[51] CCN(CC)C(=O)CN(C#N)c1nc(OC)nc(N(C)C)n1
[52] C/C(CC(=O)NCc1ccco1)=N\NC(=O)c1ccc(Cl)cc1Cl
[53] CO[C@@H]1CN(C)C(=O)c2ccc(NC(=O)C3CC3)cc2OC[C@H](C)N(Cc2ccccc2)C[C@@H]1C
[54] Cn1c(COc2ccccc2)nnc1SCc1cc(=O)[nH]c2ccccc12
[55] O=C(COc1ccc(F)cc1)N(Cc1ccc(Cl)cc1)C1CCS(=O)(=O)C1 (centres undefined)
[56] C[C@@H]1CN([C@@H](C)CO)C(=O)c2cccc(NC(=O)C3CCCCC3)c2O[C@H]1CN(C)C(=O)Nc1cccc2ccccc12

assay / compound,49,50,51,52,53,54,55,56
Cneo AK release,/,-5,1,-2,62,0,0,-1
CASP6 VEID inh,/,1,/,2,/,/,1,1
EWS-Fli block,/,17,/,-3,-7,/,/,0
FN deposit inh,0,/,-1,7,-4,3,0,/
PAX8 inh HTS,0,0,3,-22,/,/,-2,12
miR122 inh,0,/,-2,/,-2[16.7 µM],-2,-6,-9[16.7 µM]
PGC1a acetyl inh,-14,/,-49,/,-1,5,6,1
LGR2 antag,/,/,/,-8,-11,/,-2,1
